All columns: NCI-60 one-dose screen, growth in % after 48 h at 10 µM unless noted; 100 = growth as untreated, 0 = no growth, -100 = all killed.
HT29: HT29 colon cancer | hit rate 7.4% among 81,000
SW-620: SW-620 colon cancer; hit rate 5.2% among 82,000; AID 1794795
786-0: 786-0 renal cancer cells. hit rate 5.1% among 81,000
UO-31: UO-31 renal cancer | hit rate 5.2% among 81,000
HCT-116: HCT-116 colon cancer; AID 1794798; hit rate 7.3% among 82,000
HCT-15: HCT-15 colon cancer; hit rate 5.2% among 82,000; AID 1794746
TK-10: TK-10 renal cancer cells; hit rate 3.9% among 81,000
HCC-2998: HCC-2998 colon cancer; hit rate 4.7% among 79,000
SN12C: SN12C renal cancer cells. hit rate 3.8% among 81,000. AID 1794767
* = called active by the depositor; . = no result given; & = joins results of further samples. How the source made its calls: active means growth percent below 10; inactive means the rest. The order is random; overall some 12% were active at least once.

1) COc1c(O)cc2oc3cc(O[C@@H]4OC(C)[C@@H](O)[C@H](O)C4O)c(CC=C(C)C)c(O)c3c(=O)c2c1CC=C(C)C (stereo not given in full)
2) C(=C/c1ccccc1)/C=C/C=C/C=C/c1ccccc1
3) CC(C)(C)OC(=O)N1CCc2c(sc3ncnc(N/N=C/c4cccc5ccccc45)c23)C1
4) N#Cc1c(Nc2ccccc2)nn2cc(-c3nc4ccccc4s3)c(N)nc12
5) CC(C)COC(=O)NC(C(=O)N(C(=O)NC1CCCCC1)C1CCCCC1)C(C)C (stereo not given)
6) COc1cc(/C=C2/C=C(c3ccc(C(C)(C)C)cc3)N(CCc3ccc(S(N)(=O)=O)cc3)C2=O)cc(OC)c1OC
7) COC(CC(=O)O)CC(C)CC(C)(C)C (stereo not given)
8) O=C(O)c1nccnc1C(=O)O
9) CCN1CCN(C(=O)[C@]23CC[C@@H](C)[C@H](C)[C@H]2C2=CC[C@@H]4[C@@]5(C)C/C(=C/c6cccc(OC)c6OC)C(=O)C(C)(C)[C@@H]5CC[C@@]4(C)[C@]2(C)CC3)CC1
10) O=C(c1c(F)ccc(NS(=O)(=O)N2CC[C@@H](F)C2)c1F)c1c[nH]c2ncc(-c3cnc(C4CC4)nc3)cc12
Screen / compound no.	1	2	3	4	5	6	7	8	9	10
HT29	84	108	26	82	73	8.9*	106	106	21	3.8*
SW-620	101	93	27	72	95	63	108	103	33	67
786-0	101	106	17	76	82	30	109	109	50	40
UO-31	80	80	-8.2*	83	77	37	91	74	30	26
HCT-116	94	96	11	76	72	24	110	103	18	31
HCT-15	85	103	6.9*	71	100	30	111	103	19	44
TK-10	93	105	37	107	88	82	108	107	96	42
HCC-2998	95	102	37	88	95	32	108	102	45	.
SN12C	100	105	33	90	92	65	101	95	43	48

11) COc1ccc(/C=C2/N=C3N(N=C(N)N3c3ccccc3)C2=O)cc1
12) COc1ccc(Cn2cc3c(c2-c2cc(OC)c(OC)c(OC)c2)CCc2c(CN4CCOCC4)noc2-3)cc1
13) Nc1c(C(=O)Nc2cccc(Cl)c2)sc2nc3c(cc12)C(=O)CCC3
14) CCCCCN(CCCCC)CC(O)c1ccc2c3c(cccc13)CC2 (stereo not given)
15) O=c1/c(=C\C=C\c2ccccc2)sc2n1CCN=2
16) C#Cc1ccc(NC(=O)c2sc3nc4c(cc3c2N)CCCCCC4)cc1
17) O=C(/C=C/c1ccccc1)n1c(-c2ccc(O)cc2)nc2ccccc21
18) COc1ccc(C(C)=O)c(O)c1
19) O=C(Cn1nnnc1N1CCCC(C2CCCCO2)C1)N1CCc2ccccc21 (stereo not given)
20) CN1CCN(c2ncnc3sc4c(c23)CCN(Cc2ccccc2)C4)CC1
Screen / compound no.	11	12	13	14	15	16	17	18	19	20
HT29	109	12	24	31	94	46	90	102	106	105
SW-620	102	30	31	64	103	98	104	.	101	103
786-0	106	55	48	92	96	81	102	91	100	105
UO-31	71	39	57	54	92	67	73	87	86	90
HCT-116	99	13	27	43	105	79	93	97	103	110
HCT-15	105	15	32	76	92	53	95	99	99	102
TK-10	149	90	65	84	88	88	101	95	101	102
HCC-2998	112	21	8.3*	103	99	93	93	100	107	109
SN12C	98	32	54	73	96	83	104	86	96	98

One compound at a time, from the list above. Values in the order: HT29 | SW-620 | 786-0 | UO-31 | HCT-116 | HCT-15 | TK-10 | HCC-2998 | SN12C
Results for `O=C(Cn1nnnc1N1CCCC(C2CCCCO2)C1)N1CCc2ccccc21` (stereo not given) : 106 | 101 | 100 | 86 | 103 | 99 | 101 | 107 | 96
Results for `COc1ccc(Cn2cc3c(c2-c2cc(OC)c(OC)c(OC)c2)CCc2c(CN4CCOCC4)noc2-3)cc1` : 12 | 30 | 55 | 39 | 13 | 15 | 90 | 21 | 32
Results for `Nc1c(C(=O)Nc2cccc(Cl)c2)sc2nc3c(cc12)C(=O)CCC3` : 24 | 31 | 48 | 57 | 27 | 32 | 65 | 8.3* | 54
Results for `C#Cc1ccc(NC(=O)c2sc3nc4c(cc3c2N)CCCCCC4)cc1` : 46 | 98 | 81 | 67 | 79 | 53 | 88 | 93 | 83
Results for `O=c1/c(=C\C=C\c2ccccc2)sc2n1CCN=2` : 94 | 103 | 96 | 92 | 105 | 92 | 88 | 99 | 96

Other results:
21) CC(=O)Nc1cccc(Oc2nc(NS(=O)(=O)c3ccccc3)nc(-c3ccc(C)cc3)c2C#N)c1
22) CN1CCN(Cc2ccc(NC(=O)c3[nH]ncc3Nc3ccnc4ccnn34)cc2)CC1
23) NC(=O)C(O)C(Br)(Br)Br (stereo not given)
24) COC(=O)[C@H](C)NC(=O)[C@@H]1CCCN1C(=O)CNC(=O)[C@H](C)NC(=O)OCc1ccccc1
25) CC(=O)O[C@H]1C[C@@]2(C)[C@@H](CC(N)[C@H]3[C@@]4(C)CCC(N)[C@@H](C)[C@@H]4CC[C@@]32C)/C1=C(\CCC=C(C)C)C(=O)O (stereo not given in full)
26) Cn1c(=O)c2c(nc(NC3=NS(=O)(=O)c4ccccc43)n2Cc2ccc(F)cc2)n(C)c1=O
27) COc1ccc(C2CC(c3ccc(Nc4nc(NCCO)nc(NCCO)n4)cc3)=NN2c2ccc(Cl)cc2)cc1 (stereo not given)
28) COc1ccccc1N=Nc1c(S(=O)(=O)O)cc2cc(S(=O)(=O)O)cc(NC(C)=O)c2c1O
29) C=C(C)[C@@H]1CC[C@]2(C(=O)N3CCN(C)CC3)CC[C@]3(C)[C@H](CC[C@@H]4[C@@]5(C)Cc6c([nH]c7ccccc67)C(C)(C)[C@@H]5CC[C@]43C)[C@@H]12
30) Cn1c2c(c3ccc(-c4ccn[nH]4)cc3c1=O)C(=O)c1ccccc1-2
Screen / compound no.	21	22	23	24	25	26	27	28	29	30
HT29	123	67	107	110	102	111	55	95	75	19
SW-620	113	70	108	109	103	104	94	106	100	31
786-0	99	.	102	101	97	101	74	109	83	12
UO-31	87	71	109	94	84	85	73	83	71	19
HCT-116	108	34	103	105	102	103	85	104	65	22
HCT-15	99	98	100	109	103	97	63	110	84	16
TK-10	100	103	122	98	106	136	102	95	99	72
HCC-2998	114	69	116	121	107	106	86	107	107	80
SN12C	111	35	93	107	103	89	94	97	84	7.3*

Screen by screen, from the results shown.
HCT-116 for nos. 24 to 30: 105, 102, 103, 85, 104, 65, 22
786-0 for nos. 24 to 30: 101, 97, 101, 74, 109, 83, 12

Further records follow:
31) Cc1ccc(C2=NN3C(C2)c2ccccc2OC3c2ccc3noc(-c4ccccc4)c3c2)cc1 (stereo not given)
32) COc1cc(-c2nc3ccc(C(=O)O)cc3[nH]2)ccc1OCC(=O)NNC(=O)NCc1ccccc1
33) Cc1ccc(Cl)cc1NC(=O)N/C(N)=N/c1nc2ccccc2s1
34) O=C1Nc2ccc(Br)cc2C1Cc1c(O)[nH]c2ccc(Br)cc12 (stereo not given)
35) NC(=S)N/N=C/c1ccccc1S(=O)(=O)O
36) O=C(CSc1nnc(-c2ccc(Cl)cc2)n1-c1ccccc1)Nc1ccccc1
37) O=C(O)CCCCSc1ncnc2nc[nH]c12
38) Cc1cc(Cc2cc(C)c(N)cc2N)c(N)cc1N
39) Nc1cc(C(F)(F)F)cc(C(F)(F)F)c1
40) Nc1cccc(/C=C/c2ccncc2)c1
Screen / compound no.	31	32	33	34	35	36	37	38	39	40
HT29	110	104	-70*	106	91	77	106	96	109	103
SW-620	107	106	1.8*	110	100	44	109	91	112	115
786-0	107	101	-2.5*	100	103	61	97	104	104	94
UO-31	73	85	-13*	111	99	69	70	77	102	82
HCT-116	105	98	-52*	110	99	15	103	95	110	111
HCT-15	95	100	-22*	106	101	81	102	103	113	101
TK-10	146	102	15	120	93	83	98	146	110	99
HCC-2998	103	107	-15*	114	110	87	108	108	111	107
SN12C	96	98	-40*	105	96	42	107	88	107	102

Copied from the entries so far (four entries):
37) O=C(O)CCCCSc1ncnc2nc[nH]c12
38) Cc1cc(Cc2cc(C)c(N)cc2N)c(N)cc1N
39) Nc1cc(C(F)(F)F)cc(C(F)(F)F)c1
40) Nc1cccc(/C=C/c2ccncc2)c1
Screen / compound no.	37	38	39	40
HT29	106	96	109	103
SW-620	109	91	112	115
786-0	97	104	104	94
UO-31	70	77	102	82
HCT-116	103	95	110	111
HCT-15	102	103	113	101
TK-10	98	146	110	99
HCC-2998	108	108	111	107
SN12C	107	88	107	102

The results go on:
41) Cc1cc(NS(=O)(=O)c2ccc(NCc3coc4ccccc4c3=O)cc2)no1
42) O=C(CSc1nc2ccccc2c(=O)n1-c1ccccc1)Nc1ccc(-c2nc3ccccc3[nH]2)cc1
43) NCC(O)CN
44) COc1cc(/C=C2\S/C(=N/c3nnc(C)s3)NC2=O)ccc1O
45) O=C(O)CNS(=O)(=O)c1ccccc1
46) COc1ccc(-c2ccc(-c3ccc(C(=N)N)s3)s2)cc1Cl
47) CCCCCCCCCCCCCC1=NCCN1CCO
48) Cc1ccc(NC(=O)c2sc3nc4c(cc3c2N)C(=O)CCC4)cc1Cl
49) Cc1nc2sc(C(=O)Nc3ccccc3)c(N)c2cc1C(=O)c1ccccc1
50) COc1cc2cc3c(=O)n4c(cc5cc(Cl)ncc54)c(=O)n3c2cn1
Screen / compound no.	41	42	43	44	45	46	47	48	49	50
HT29	115	111	68	106	104	-84*	10	98	23	104
SW-620	100	104	99	102	102	-79*	-39*	113	28	108
786-0	102	107	98	90	96	72	69	104	44	100
UO-31	83	99	71	70	96	81	55	111	60	89
HCT-116	100	110	98	82	98	-96*	-36*	105	30	103
HCT-15	96	109	101	83	106	-76*	47	97	24	102
TK-10	105	124	80	97	101	-45*	123	97	55	102
HCC-2998	102	110	122	97	106	9.0*	71	103	18	99
SN12C	98	101	98	92	102	-84*	69	119	81	97

51) O=c1c2c3c(sc2n2c(=S)[nH]nc2n1Cc1ccccc1)CCCC3
52) CCN(CC)CCCC(Cc1ccccc1)Nc1c2ccc(Cl)cc2nc2ccc(OC)cc12 (stereo not given)
53) CCOC(=O)[C@H](Cc1ccccc1)Nc1nc(N)nc(N(C)Cc2ccccc2)c1C=O
54) COc1ccc(C(=O)Nc2nc(-c3ccc(C)cc3)cs2)cc1
55) CCCC(=O)Oc1ccc(/C(=C(\C)c2ccc(Cl)cc2)c2ccc(OCCN(CC)CC)cc2)cc1
56) COc1c(NC=O)c2c(c([N+](=O)[O-])c1OC)C(=O)OC2
57) O=C(Nc1ccc(F)cc1)c1cc(-c2ccc(F)cc2F)ccc1O
58) O=C(Nc1ncccc1OCc1cccc(F)c1)Nc1cccc2ccccc12
59) COc1cc(-c2cn(-c3ccc(Cl)cc3)c(=O)n2C(C)=O)cc(OC)c1OC
60) COc1cc2c(c(OC)c1OC)C(=O)CC(c1cccc(C(=O)Nc3ccccc3)c1)O2 (stereo not given)
Screen / compound no.	51	52	53	54	55	56	57	58	59	60
HT29	101	16	103	112	-50*	112&102	101	68	109	101
SW-620	110	13	104	102	-80*	103&109	17	85	103	101
786-0	96	-23*	92	104	-90*	106&106	15	97	90	83
UO-31	96	-40*	31	86	-65*	80	-8.2*	90	96	69
HCT-116	108	15	106	96	-87*	106&108	2.1*	76	78	83
HCT-15	103	2.6*	106	95	-80*	90&115	11	76	95	91
TK-10	116	-2.6*	114	112	.	111&114	13	102	84	108
HCC-2998	107	-72*	108	107	-65*	90&105	31	90	104	111
SN12C	97	74	101	104	35	95&92	3.6*	92	95	90

61) O=C(/C=C/c1cccnc1Cl)c1ccccc1O
62) CCn1c(Sc2nnc(NC(=O)CSC(=S)N3CCCC3)s2)nc2c1c(=O)n(C)c(=O)n2C
63) Clc1ccc(/C=N\N2CCCCCC2)cc1
64) COc1ccc(C2CC(c3ccccc3)=NN2Cn2nnc3ccccc32)cc1 (stereo not given)
65) COc1ccc(/C(=C\c2ccc3c(c2)OCO3)C(=O)Nc2nc3ccc(OC)cc3s2)cc1
66) O=C(CBr)c1cc2ccccc2c2ccccc12
67) CC(=O)N1N=C(c2ccccc2)CC1c1nnc2n(Cc3ccccc3)c(=O)c3c4c(sc3n12)CCCC4 (stereo not given)
68) CC(=O)N1N=C(c2ccc(Cl)cc2)CC1c1ccc(C)s1 (stereo not given)
Screen / compound no.	61	62	63	64	65	66	67	68
HT29	110	101	85&101	99	83	95	115	88
SW-620	101	106	110&101	96	103	109	103	109
786-0	88	101	98&101	94	100	99	80	85
UO-31	78	71	88	70	69	83	94	62
HCT-116	91	92	104&103	103	81	91	80	76
HCT-15	90	100	93&96	107	85	106	111	86
TK-10	98	103	103&105	104	100	114	77	99
HCC-2998	111	103	97	116	118	98	97	86
SN12C	88	96	106&91	100	99	91	86	83
